ABCB6 inh MLPCN: ABCB6 transporter inhibitors, primary screen, K562-ABCB6 cells, flow cytometry, MLPCN library; K562-ABCB6 porphyrin accumulation, 1 h; stronger effect = lower value; fluorescence ratio to DMSO, % at 10 µM; ATP-binding cassette sub-family B member 6 (Homo sapiens), Q9NP58; hit rate 0.19% among 360,000;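 active means fluorescence ratio to DMSO below 75%, the collection mean minus 3 SD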;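 further: signal is porphyrin accumulated inside mitochondria; 100% equals median channel fluorescence of DMSO control wells; lower ratio means ABCB6 inhibition with less porphyrin fluorescence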
Target sequence (Q9NP58 whole entry, looked up): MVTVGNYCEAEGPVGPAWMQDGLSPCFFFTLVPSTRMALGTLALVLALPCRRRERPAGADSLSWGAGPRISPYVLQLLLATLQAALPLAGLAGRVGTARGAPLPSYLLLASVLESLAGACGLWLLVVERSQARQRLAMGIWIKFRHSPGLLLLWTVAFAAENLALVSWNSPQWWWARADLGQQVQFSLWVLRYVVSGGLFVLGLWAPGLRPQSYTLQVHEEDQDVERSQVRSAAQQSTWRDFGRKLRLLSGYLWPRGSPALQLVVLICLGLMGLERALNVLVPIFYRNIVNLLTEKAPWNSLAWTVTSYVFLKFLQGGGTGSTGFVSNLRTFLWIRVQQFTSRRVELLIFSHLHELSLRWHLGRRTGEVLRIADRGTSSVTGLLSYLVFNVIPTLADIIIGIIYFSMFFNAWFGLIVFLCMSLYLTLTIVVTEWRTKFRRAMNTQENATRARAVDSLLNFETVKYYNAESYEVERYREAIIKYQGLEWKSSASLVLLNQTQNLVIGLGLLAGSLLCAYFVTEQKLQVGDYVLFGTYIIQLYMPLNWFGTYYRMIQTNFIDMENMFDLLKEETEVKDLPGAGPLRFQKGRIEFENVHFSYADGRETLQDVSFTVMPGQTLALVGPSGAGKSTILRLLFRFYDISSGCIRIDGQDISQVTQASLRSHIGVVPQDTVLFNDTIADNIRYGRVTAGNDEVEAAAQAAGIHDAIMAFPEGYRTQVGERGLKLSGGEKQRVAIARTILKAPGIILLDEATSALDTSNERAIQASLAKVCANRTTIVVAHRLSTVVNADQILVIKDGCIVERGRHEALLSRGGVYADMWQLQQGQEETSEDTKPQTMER
PDI turbidity: inhibitors of human PDI, primary screen, biochemical, turbidity, single point, plate reader. AID 588391, 2011. PDI insulin aggregation turbidity, A650, 90 min. inhibition, % at 10 µM. hit rate 0.052% among 350,000;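 active means mean inhibition across replicates of 30% or more, whatever share of single replicates reach that level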;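 further: absorbance from insulin aggregation driven by PDI reduction with DTT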
N-glyco inh: increase of ERlucT glycosylation luciferase signal, primary screen, N-linked glycosylation inhibitor project, D54 ERlucT cells, luminescence, set 2. D54 ERlucT glycosylation luciferase reporter, 24 h; percent of 100 nM tunicamycin response. AID 588692, 2011. hit rate 0.23% among 360,000. reporter increase, % at 12.5 µM;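 active means mean luciferase reporter signal, scaled so untreated is 0 and the glycosylation-blocking control 100, at or above a set limit in every replicate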;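 further: luciferase carries N-glycosylation sites so blocking glycosylation raises the light; 0% = median of neutral control wells and 100% = median of 100 nM tunicamycin wells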
aDG glyco act: activators of alpha-DG glycosylation, primary screen, uHTS, Pro5-aDG cells, AlphaScreen | alpha-DG glycosylation AlphaScreen (IIH6); 0% Pro5, 100% B10-LARGE cell signal | activation, % at 10 µM | hit rate 0.22% among 360,000;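 active means activation of at least 8% versus controls, or a plate z-score of at least 8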;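 further: Pro5 are CHO cells carrying HIG-tagged alpha-DG that lacks glycosylation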
CaV13 ICDI inh: Primary screen for inhibitors of IQ motif and Ca2+-dependent inactivation inhibitor domain binding in CACNA1D, Förster resonance energy transfer in living cells, … | HEK cells, CFP/YFP FRET ICDI-IQ, plate reader, 10 min; percent FRET-ratio fall versus neutral wells | inhibition, % at 12.3 µM | hit rate 0.098% among 340,000 | AID 743397;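 active means mean replicate inhibition of at least 30% and at least 1% of replicates passing that level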;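 further: 0% = median of the neutral control wells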
Cardio protect: cardioprotection against H2O2-induced cell death, primary screen, uHTS, H9c2 cells, ATPLite luminescence; H9c2 cardiomyocytes, H2O2 injury protection, 2 h; protection from H2O2 cell death, % at 20 µM; hit rate 0.63% among 360,000;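 active means compounds giving at least 50% protection of heart cells from peroxide-induced death in the single-dose screen, raw or plate-pattern-corrected value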;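 further: 0% = DMSO wells with peroxide and 100% = DMSO wells without peroxide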
MC4R antag cAMP: MC4R antagonists of cAMP signaling, primary screen, cell-based, TR-FRET, antagonist arm of biased-ligand search | MC4R-expressing cells, MTII-stimulated cAMP, LANCE TR-FRET | inhibition, % at 6.5 µM | hit rate 0.48% among 360,000;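 active means inhibition above its plate's cutoff, the mean of tested wells on that plate plus 3 SD, cut at about 29% in these data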;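 further: 0% = Melanotan II alone and 100% = Melanotan II plus saturating MCL0020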
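Assay system: human MC4R-expressing U2OS cells; reagent: Melanotan II stimulation of cells; dosing: 6.5 µM single dose; timing: compound 30 min, challenge 1 h, detection 1 h; signal: TR-FRET cAMP assay; replicates: one well per compound, no replicates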
HTR2A ag: mouse Htr2a agonists via beta-arrestin recruitment, primary screen, cell-based, luminescence | hit rate 0.66% among 360,000 | 5-hydroxytryptamine receptor 2A (Mus musculus), P35363 | CHO-K1 mHTR2A beta-arrestin complementation; percent of 30 µM serotonin response | AID 624169, 2012 | activation, % at 7.6 µM;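 active means activation above a run cutoff, the mean activation of all tested compounds plus 3 SD, cut at about 14% in these data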;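 further: 0% = plate median of compound wells and 100% = 30 µM serotonin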
MC4R barr agon: MC4R agonists recruiting beta-arrestin, primary screen, cell-based, luminescence, agonist arm of biased-ligand search | U2OS MC4R beta-arrestin complementation; percent of melanotan II response, DMSO zero | AID 540308, 2011 | activation, % at 8.9 µM | Melanocortin receptor 4 (Homo sapiens), P32245 | hit rate 0.98% among 360,000;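 active means activation above a per-plate cutoff, the mean activation of sample wells on that plate plus 3 SD, cut at about 8% in these data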
Vif inh: HIV Vif self-association inhibitors, primary screen, imaging, HEK293T, single point | hit rate 0.35% among 340,000 | inhibition, % at 7.49 µM | HEK293T cells, Vif self-association by quenched fluorescence, 24 h | AID 602346, 2012; in the data active means inhibition above about 50%, passing the limit was not always enough; further: some results filed as inactive read as strong as hits
* = called active by the depositor; · = not tested or not shown. The order is random (roughly 3.6% active in at least one column).

nr	mol	ABCB6 inh MLPCN	PDI turbidity	N-glyco inh	aDG glyco act	CaV13 ICDI inh
1	CCc1nnc(NC(=O)CS(=O)(=O)c2ccccc2)s1	95.0	-2.9	0.8	-0.1	-2.6
2	COCCNC(=O)C1(C)CCCN(Cc2ccc(OC)cc2)C1 (centres undefined)	97.0	-2.6	0.4	-0.3	·
3	CC(c1ccccc1)C1CC(=O)N(C2CCCCC2)C1=O (centres undefined)	93.0	-11.4	-1.5	-0.2	-5.1
4	Cc1onc(-c2ccccc2)c1C(=O)N1CCN(CCc2ccccc2)CC1	98.0	0.7	-0.5	0.1	·
5	O=C(O)c1ccc(C2SCC(=O)N2Cc2ccccc2)cc1 (centres undefined)	106.0	11.0	2.1	-0.1	·
6	COc1cc(C(=O)Nc2nc(-c3cccs3)cs2)cc(OC)c1OC	97.0	-1.7	4.6	-0.6	-6.0
7	CC1CN(CCCOc2ccccc2[N+](=O)[O-])CC(C)O1 (centres undefined)	94.0	3.8	1.3	0.2	-4.9
8	CCOC(=O)C1CCCN(C(=O)CCCn2nc(C)n3c(cc4sccc43)c2=O)C1 (centres undefined)	98.0	·	-1.0	0.4	-5.2
9	CCOC(=O)C1=CCC(c2ccccc2C(F)(F)F)N(S(=O)(=O)c2ccc(C)cc2)C1 (centres undefined)	98.0	·	2.9	0.0	-3.4
10	O=C(COc1ccc2c(-c3ccccc3)cc(=O)oc2c1)N1C[C@H]2C[C@@H](C1)c1cccc(=O)n1C2	102.0	·	-1.3	-0.3	·

nr	Cardio protect	MC4R antag cAMP	HTR2A ag	MC4R barr agon	Vif inh
1	-5.9	9.1	4.9	0.1	6.1
2	0.8	4.5	-2.5	-1.1	·
3	2.3	2.3	1.6	0.6	5.8
4	1.0	-1.7	-5.3	0.1	-2.7
5	-5.0	2.5	6.3	0.1	13.5
6	81.1*	16.0	3.5	3.1	-15.0
7	0.7	-5.1	-5.0	-0.9	1.9
8	12.0	9.7	4.5	-0.1	14.8
9	-3.9	·	0.5	·	15.4
10	2.0	12.1	3.0	-1.0	-5.1

Following part:
nr	mol	ABCB6 inh MLPCN	PDI turbidity	N-glyco inh	aDG glyco act	CaV13 ICDI inh
11	CCOC(=O)c1c(NS(=O)(=O)Cc2ccccc2)sc2c1CCCC2	98.0	-5.3	-0.6	0.0	-3.6
12	O=C(Nc1ccccc1)Nc1nnc([C@H]2C[C@H](O)[C@@H](CO)O2)s1	88.0	1.5	-1.3	-0.4	-4.0
13	Cc1nnc(NC(=O)CSc2nnc(CNC(=O)c3ccccc3)o2)s1	98.0	-0.7	-0.3	-0.2	-5.6
14	COc1ccc(NC(=O)[C@H](C)NS(=O)(=O)c2ccc(NC(C)=O)cc2)cc1Cl	78.0	1.9	1.9	-0.3	-12.2
15	O=C(OCc1ccccc1F)c1cnc(Cl)c(Cl)c1	93.0	-6.6	-0.9	0.2	-7.1
16	O=C(Oc1ccc(F)cc1)c1ccc2c(=O)n3c(nc2c1)CCC3	96.0	5.7	3.2	0.3	-14.9
17	CCOC(=O)C1=C(N)OC2=C(C(=O)CC(C)C2)C1c1cccnc1 (centres undefined)	97.0	-5.1	0.3	0.0	-4.6
18	Cc1nc(Cl)c(C(=O)NC(=O)Nc2cccc(C(F)(F)F)c2)c(C)c1[N+](=O)[O-]	101.0	8.8	-2.2	0.5	-4.6
19	Cc1ccccc1C(=O)c1c[nH]c(C(=O)N=CN(C)C)c1	95.0	-9.5	-4.8	1.4	4.3
20	O=C(CN(C(=O)CCC(=O)Nc1ccccn1)c1ccc2c(c1)OCO2)NCc1ccc(F)cc1	99.0	-20.7	1.0	0.0	-3.5

nr	Cardio protect	MC4R antag cAMP	HTR2A ag	MC4R barr agon	Vif inh
11	0.1	8.9	3.2	0.1	-17.4
12	2.4	-5.1	0.4	-1.2	-7.9
13	2.8	1.3	3.0	-2.5	6.4
14	8.2	6.3	-0.7	-0.3	12.4
15	-12.3	39.6*	5.6	-2.1	-0.6
16	-8.4	2.0	3.4	-0.2	-5.8
17	-2.5	19.3	-1.5	-1.0	·
18	-31.3	2.3	8.7	6.0	-6.4
19	1.6	6.3	-4.2	0.4	4.1
20	4.7	3.1	-5.9	-1.2	4.7

Whole records, looked up by structure. Order of screens: ABCB6 inh MLPCN	PDI turbidity	N-glyco inh	aDG glyco act	CaV13 ICDI inh	Cardio protect	MC4R antag cAMP	HTR2A ag	MC4R barr agon	Vif inh
Record of `O=C(COc1ccc2c(-c3ccccc3)cc(=O)oc2c1)N1C[C@H]2C[C@@H](C1)c1cccc(=O)n1C2` = 102.0	·	-1.3	-0.3	·	2.0	12.1	3.0	-1.0	-5.1
Record of `CC1CN(CCCOc2ccccc2[N+](=O)[O-])CC(C)O1` (centres undefined) = 94.0	3.8	1.3	0.2	-4.9	0.7	-5.1	-5.0	-0.9	1.9

More records follow:
nr	mol	ABCB6 inh MLPCN	PDI turbidity	N-glyco inh	aDG glyco act	CaV13 ICDI inh
21	CCN(CC(=O)NCc1cccs1)C(=O)c1ccc(NS(=O)(=O)c2cccc([N+](=O)[O-])c2)cc1	96.0	1.1	0.5	0.1	-4.1
22	CCCCCc1ccc(-c2cn(Cc3ccc(C)cc3)nn2)cc1	98.0	11.1	-1.5	0.4	-4.9
23	C(=N\Nc1nccc(-c2cccnc2)n1)/c1ccccc1	102.0	7.7	-3.9	-0.1	-16.8
24	C=CCn1c(SCc2cc(=O)n3ccsc3n2)nc2ccccc2c1=O	96.0	6.6	-9.0	-0.5	-2.9
25	COc1ccc(Nc2nc(-c3ccccc3)c(C(=O)Nc3cccnc3)s2)cc1	99.0	-1.0	1.6	0.3	-4.9
26	CC(O)CNCCCCOc1ccc(OCc2ccccc2)cc1 (centres undefined)	97.0	1.1	-5.1	5.3	-5.6
27	C=CCOc1ccc2ccccc2c1CNn1c(C)n[nH]c1=S	99.0	-13.4	4.8	0.1	-2.0
28	O=C(Nc1ccccc1N1CCN(c2ccc(F)cc2)CC1)C1CCCCC1	93.0	-8.7	3.1	0.1	0.6
29	O=C(COc1ccc2ccccc2c1)Nc1ccncc1	91.0	-3.6	0.1	-0.1	-2.0
30	COc1ccccc1CNC(=O)c1cc(-c2ccccc2)nn1Cc1cc(C)no1	98.0	6.8	-5.1	0.7	-8.6

nr	Cardio protect	MC4R antag cAMP	HTR2A ag	MC4R barr agon	Vif inh
21	-1.7	0.7	-1.4	-2.7	2.3
22	-3.2	4.7	1.7	3.1	-5.9
23	2.4	1.7	-0.2	-0.4	0.1
24	37.6	-2.3	2.0	-1.5	-2.5
25	22.9	12.4	2.6	-1.7	1.2
26	8.8	22.6	-7.5	1.6	6.2
27	-0.9	-12.5	-1.6	-1.1	19.2
28	-10.9	1.4	5.1	-0.8	·
29	-14.4	0.6	-0.6	-0.2	-15.1
30	-4.1	9.4	-3.2	-0.3	-5.4

Structures shown so far containing a Cl atom:
nr	mol	ABCB6 inh MLPCN	PDI turbidity	N-glyco inh	aDG glyco act	CaV13 ICDI inh
14	COc1ccc(NC(=O)[C@H](C)NS(=O)(=O)c2ccc(NC(C)=O)cc2)cc1Cl	78.0	1.9	1.9	-0.3	-12.2
15	O=C(OCc1ccccc1F)c1cnc(Cl)c(Cl)c1	93.0	-6.6	-0.9	0.2	-7.1
18	Cc1nc(Cl)c(C(=O)NC(=O)Nc2cccc(C(F)(F)F)c2)c(C)c1[N+](=O)[O-]	101.0	8.8	-2.2	0.5	-4.6

nr	Cardio protect	MC4R antag cAMP	HTR2A ag	MC4R barr agon	Vif inh
14	8.2	6.3	-0.7	-0.3	12.4
15	-12.3	39.6*	5.6	-2.1	-0.6
18	-31.3	2.3	8.7	6.0	-6.4

Going on with the list:
nr	mol	ABCB6 inh MLPCN	PDI turbidity	N-glyco inh	aDG glyco act	CaV13 ICDI inh
31	CSc1ncc(C(=O)O)n1-c1ccc(F)cc1	98.0	-12.1	2.3	-0.2	2.0
32	O=C(CN1C(=O)/C(=C\c2ccc(F)cc2)Oc2ccccc21)NCc1ccco1	98.0	-1.6	-8.4	-0.3	-6.2
33	Cc1cc(C)c(-c2c(O)c3cccc4c3n(c2=O)CCC4)c(C)c1	97.0	3.8	0.7	-0.3	-5.8
34	CCOc1ccccc1NC(=S)N1CCC(NC(=O)NC23CC4CC(CC(C4)C2)C3)CC1	88.0	-5.2	-3.2	0.4	-5.4
35	CCCCCN(C(=O)COC(=O)CSc1ccc([N+](=O)[O-])cc1)c1c(N)n(CCCC)c(=O)[nH]c1=O	96.0	-5.3	-0.5	0.1	-5.0
36	COC(=O)C1(C)CCCC2(C)C3CCC(C(C)C)C(CO)C3C(CO)CC12 (centres undefined)	97.0	13.4	0.9	-0.5	-6.1
37	O=C(CNC(=S)NC(=O)c1cccs1)c1ccccc1	97.0	-14.3	-1.1	0.3	-4.6
38	CC(/C=N/NC(=O)CSc1nc(C)cc(C)n1)=C\c1ccccc1	101.0	-3.0	1.5	0.7	-6.7
39	CN1CCN(C2=NC3(CCCC3)C(C#N)C(=O)N2)CC1 (centres undefined)	95.0	4.6	1.5	-0.1	-4.5
40	COc1ccc(S(=O)(=O)N2CCOCC2)cc1NC(=O)[C@@H]1CCCN1C(=O)c1cccs1	105.0	-1.6	-0.7	-0.6	-2.7
41	CC(C)CNC(=O)NC(=O)COC(=O)Cn1cnc2ccccc2c1=O	101.0	1.8	0.0	-0.3	-6.5

nr	Cardio protect	MC4R antag cAMP	HTR2A ag	MC4R barr agon	Vif inh
31	-0.6	0.8	-4.6	-0.7	7.1
32	2.0	11.1	4.2	1.5	2.0
33	10.4	17.1	-1.8	-1.7	-3.4
34	-5.0	0.3	4.7	-0.4	-9.8
35	3.0	-1.3	6.0	-3.9	-11.9
36	31.1	15.4	4.8	6.2	11.4
37	3.5	-12.2	-1.5	-1.4	3.0
38	-19.0	-2.7	2.0	-1.8	7.6
39	-2.4	7.3	0.9	-0.4	1.0
40	6.4	8.2	-3.2	-3.2	-0.9
41	-3.4	18.7	0.4	-0.4	-2.8

From PubChem
